WT yeast gro inh – growth inhibition of WT strain, primary screen, mitochondrial fusion inhibitor project, WT and mutant strains, chemical genetic; mitochondrial fusion phenotypic screen; inhibition, % at 10 µM; hit rate 2.1% among 190,000; in the data active = inhibition above about 58%; tested in S. cerevisiae
PMI inhibitors – inhibitors of human PMI, primary screen, biochemical, fluorescence intensity, coupled assay (AID 1209); purified PMI enzyme, coupled fluorescence intensity; higher % means a stronger effect; hit rate 0.42% among 190,000; inhibition, % at 20 µM, or IC50 in µM where a hit was titrated;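 note: plate controls were DMSO vehicle for no effect and wells lacking substrate for full effect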
TNAP activation fold – human TNAP enzyme activators, primary screen, biochemical, luminescent, no phosphate acceptor, uHTS (AID 1001); purified TNAP, luminescent activation assay, no phosphate acceptor; higher activation fold means a stronger effect; one-dose activation fold at 20 µM; EC50 in µM for titrated hits; hit rate 0.03% among 200,000; in the data active = activation fold from about 3, or a potency from the dose series; inactive = the rest, 99 in 100 with activation fold below about 1.6; note: many of its hits are not listed in these tables
Salmonella PhoP GFP – inhibitors of PhoP regulon expression, primary screen, Salmonella Typhimurium, GFP reporter (AID 1863); S. Typhimurium PhoP-regulated promoter GFP reporter, 4 h; higher % means a stronger effect; inhibition, % at 50 µM; hits with a dose series show IC50 in µM; hit rate 0.16% among 300,000;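 active = inhibition over 29.93%, a cutoff 3 SD above the screen mean, later confirmed by dose response; inconclusive = inhibition over 29.93% but no dose response follow-up; inactive = inhibition at most 29.93% or unconfirmed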;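 note: 0% = low Mg2+ inducing control and 100% = high Mg2+ repressing control; strong numbers were not always called active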
Myeloid diff MLP – induction of myeloid progenitor differentiation, primary screen, cell-based, flow cytometry, MLPCN library. hit rate 1% among 360,000. ER-HoxA9 myeloid progenitors, lysozyme-GFP differentiation. calls only at 10 µM. AID 624256, 2012;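 active = normalized GFP-positive differentiation at or above the plate's own cutoff, the solvent-only control mean plus 3 SD; inconclusive = no clear call, values can overlap the other calls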;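 note: cells exposed to compound for four days before flow analysis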
PMI inhibition – human PMI inhibitors, high substrate, primary screen, biochemical, fluorescence intensity, high mannose 6-phosphate (AID 1220); Mannose-6-phosphate isomerase (Homo sapiens); recombinant PMI enzyme, coupled fluorescence intensity; higher % means a stronger effect; one-dose inhibition, % at 20 µM; IC50 in µM for titrated hits; hit rate 0.66% among 190,000
XIAP antagonists – XIAP antagonists, biochemical, IAP family, fluorescence polarization (AID 1018); displacement, % at 20 µM; hits with a dose series show IC50 in µM; XIAP BIR domain, fluorescence polarization peptide displacement; higher % means a stronger effect; E3 ubiquitin-protein ligase XIAP (Homo sapiens); hit rate 0.007% among 200,000; in the data active = displacement above about 50%; note: a part of the inactive calls stands beside numbers as strong as those of hits
SIAH1 antagonists – Siah-1 peptide-binding antagonists, primary screen, biochemical, fluorescence polarization, rhodamine-plectin, uHTS (AID 1817) | E3 ubiquitin-protein ligase SIAH1 (Homo sapiens) | Siah-1 / rhodamine-plectin peptide fluorescence polarization; higher % means a stronger effect | one-dose displacement, % at 20 µM; IC50 in µM for titrated hits | hit rate 0.02% among 290,000;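 active = displacement of at least 50% at 20 µM, with a fluorescence ratio check between 0.3 and a set limit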;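 note: plate controls were Siah plus tracer with DMSO for no effect and tracer alone without Siah for full effect; strong numbers were not always called active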
RSV antiviral HEp-2 – RSV antiviral activity via CPE protection, HEp-2 cells, primary 10 µM value included (AID 2391) | HEp-2 cells, RSV-induced CPE inhibition; higher % means a stronger effect | hit rate 0.13% among 310,000 | one-dose CPE inhibition, % at 10 µM; IC50 in µM for titrated hits; in the data active = a potency from the dose series; inconclusive = CPE inhibition mostly from about 23% at the one dose, without a potency; inactive = the rest, 99 in 100 with CPE inhibition below about 21%; note: strong numbers were not always called active
WT yeast gro inh mutant strain – recorded beside WT yeast gro inh, whose call it bears; inhibition, %; mitochondrial fusion phenotypic screen, mutant strain inhibition
Myeloid diff MLP GFP+ MAC1+ % – second read-out of Myeloid diff MLP, no call of its own (marks repeat the call); GFP+ MAC1+ double positive, %; measured here: differentiation confirmed by MAC1 staining
Active calls of the source: *; i = inactive; ? = inconclusive; · = not tested or not shown; + = active, no number. Cut-off read from the data, not from the text of the source, unless noted: active = inhibition above about 50%; inactive = the rest.

SMILES	WT yeast gro inh	WT yeast gro inh mutant strain	PMI inhibitors	TNAP activation fold	Salmonella PhoP GFP	Myeloid diff MLP	Myeloid diff MLP GFP+ MAC1+ %	PMI inhibition	XIAP antagonists	SIAH1 antagonists	RSV antiviral HEp-2
O=C(NCCNCc1ccccn1)c1ccco1	6	5	-9%	1.1	-12%	i	0.2	-2%	-3.6%	0%	1.0%
CC(C)CC(=O)NS(=O)(=O)c1ccc(NC(=O)c2ccco2)cc1	14	-1	·	1.1	-7%	i	0.1	·	-4.4%	14%	-1.2%
COc1ccc(N2C(=S)NC(C)(C)CC2(C)c2ccc(OC(C)=O)cc2OC(C)=O)cc1 (stereo not given)	-10	-3	-2%	1	5%	i	0.2	-3%	-6.6%	1%	-1.3%
O=C1CC(NCCc2ccccc2)C(=O)N1CCc1ccccc1 (stereo not given)	·	·	·	·	-6%	i	0.0	·	·	-2%	0.8%
Cn1c(SCc2nc(-c3ccc(Br)cc3)no2)nnc1-c1ccco1	-4	-3	7%	1.1	14%	i	0.9	-5%	-1.9%	6%	4.4%
C=CCn1c(SCc2ccccc2C#N)nnc1-c1cc(Br)ccc1O	16	15	1%	1.1	6%	i	3.2	-1%	-12%	3%	-1.9%
CC(C)NC(=O)NC(=O)COC(=O)Cc1c(F)cccc1Cl	-16	-24	-12%	1.1	1%	i	0.2	-4%	-5.2%	3%	0.1%
COC(=O)c1ccc(CSc2nc(N3CCOCC3)c3c(c2C#N)CC(C)(C)OC3)o1	23	-10	8%	1	-10%	i	0.5	20%	-2.3%	-7%	1.4%
C/C(=N/NC(=O)C(=O)N/N=C(/C)c1ccccc1)c1ccccc1	-3	-4	2%	1.6	-7%	·	·	8%	-6.7%	0%	0.7%
CC1(C(=O)N/N=C/c2ccccc2)CC1(Cl)Cl (stereo not given)	·	·	·	·	1%	i	0.7	·	·	-1%	0.1%
O=C(O)Cc1ccc(N=Cc2c(O)ccc3ccccc23)cc1	10	6	30%	1	5%	i	0.2	59%*	-5.3%	3%	9.0%
O=[N+]([O-])c1ccc(S(=O)(=O)Nc2ncccn2)cc1	·	·	·	·	0%	i	1.1	·	·	-1%	0.1%
CCCCOC(=O)c1cc(C)nc2ccc(Br)cc12	-8	-2	12%	1.1	-1%	i	6.4	7%	-0.7%	2%	2.4%
O=C(c1ccc(-c2cccc(Cl)c2)o1)N1CCN(c2ccc([N+](=O)[O-])cc2)CC1	-2	-16	-1%	0.9	-6%	i	0.1	4%	-7.4%	-2%	2.8%
CCOC(=O)C1=C(C)Nc2sc(C(=O)c3ccc(OC)cc3)c(N)c2C1c1ccc(C(=O)OC)cc1 (stereo not given)	41	13	-7%	0.9	3%	i	0.9	-9%	-12%	2%	2.1%

Molecules from the list above containing a furan ring, fused or not:
SMILES	WT yeast gro inh	WT yeast gro inh mutant strain	PMI inhibitors	TNAP activation fold	Salmonella PhoP GFP	Myeloid diff MLP	Myeloid diff MLP GFP+ MAC1+ %	PMI inhibition	XIAP antagonists	SIAH1 antagonists	RSV antiviral HEp-2
O=C(NCCNCc1ccccn1)c1ccco1	6	5	-9%	1.1	-12%	i	0.2	-2%	-3.6%	0%	1.0%
CC(C)CC(=O)NS(=O)(=O)c1ccc(NC(=O)c2ccco2)cc1	14	-1	·	1.1	-7%	i	0.1	·	-4.4%	14%	-1.2%
Cn1c(SCc2nc(-c3ccc(Br)cc3)no2)nnc1-c1ccco1	-4	-3	7%	1.1	14%	i	0.9	-5%	-1.9%	6%	4.4%
COC(=O)c1ccc(CSc2nc(N3CCOCC3)c3c(c2C#N)CC(C)(C)OC3)o1	23	-10	8%	1	-10%	i	0.5	20%	-2.3%	-7%	1.4%
O=C(c1ccc(-c2cccc(Cl)c2)o1)N1CCN(c2ccc([N+](=O)[O-])cc2)CC1	-2	-16	-1%	0.9	-6%	i	0.1	4%	-7.4%	-2%	2.8%

The main list resumes; the 2 compounds before the break are reprinted first.
SMILES	WT yeast gro inh	WT yeast gro inh mutant strain	PMI inhibitors	TNAP activation fold	Salmonella PhoP GFP	Myeloid diff MLP	Myeloid diff MLP GFP+ MAC1+ %	PMI inhibition	XIAP antagonists	SIAH1 antagonists	RSV antiviral HEp-2
O=C(c1ccc(-c2cccc(Cl)c2)o1)N1CCN(c2ccc([N+](=O)[O-])cc2)CC1	-2	-16	-1%	0.9	-6%	i	0.1	4%	-7.4%	-2%	2.8%
CCOC(=O)C1=C(C)Nc2sc(C(=O)c3ccc(OC)cc3)c(N)c2C1c1ccc(C(=O)OC)cc1 (stereo not given)	41	13	-7%	0.9	3%	i	0.9	-9%	-12%	2%	2.1%
O=C(N=Nc1c(O)[nH]c2ccccc12)c1ccccc1NS(=O)(=O)c1cccs1	-5	3	-11%	1	6%	i	0.1	-8%	-18%	0%	1.4%
CC/C(C)=N\NC(=O)CNC(=O)c1ccc(Cl)cc1Cl	1	16	4%	1	4%	i	0.2	-2%	-6.1%	8%	-0.7%
COc1ccccc1NC(=O)CC1SC(=N)N(c2ccccc2)C1=O (stereo not given)	3	7	4%	0.9	6%	i	0.0	6%	3.1%	9%	-1.7%
COc1ccc(CNC(=O)C(C#N)c2nc3ccccc3nc2N2CCN(C)CC2)cc1 (stereo not given)	-1	2	20%	1	4%	i	0.7	11%	-3.4%	-1%	-4.1%
C=CCc1cccc2cc(NC(C)=O)c(=O)oc12	10	-7	1%	1.1	2%	i	0.6	1%	-2.4%	3%	1.4%
COc1cc(OC)cc(C(=O)NC(=S)Nc2ccc3c4c(cccc24)CC3)c1	24	26	31%	1.1	4%	+	0.9*	26%	-11%	4%	1.2%
O=C(CCS(=O)(=O)c1ccc(Cl)cc1)Nc1nc(-c2ccncc2)cs1	·	·	·	·	5%	?	·	·	·	-5%	-1.9%
Cc1nc(N)nc(-c2ccccc2O)n1	9	5	18%	1.1	10%	i	1.2	7%	-3.9%	0%	5.5%
COc1ccc(-c2noc(CN(C)C(=O)c3ccco3)n2)cc1	·	·	·	·	1%	i	0.4	·	·	13%	4.5%
CN(C(=S)Nc1ccc(Oc2ccccc2)cc1)c1ccc(O)cc1	49	-1	64%*	1.1	52%	i	1.1	·	-17%	15%	4.4%
CC(=O)Nc1ccc(C2C(=O)c3ccccc3C2=O)cc1	·	·	·	·	-9%	i	0.6	·	·	3%	1.2%
CCN(CC)CCNC(=O)CCn1c(=S)[nH]c2cc3c(cc2c1=O)OCO3	-4	-9	6%	1	4%	i	0.7	1%	-3.8%	1%	0.1%
Cc1ccccc1OCC(O)Cn1c(NCc2ccccc2)nc2c1c(=O)[nH]c(=O)n2C (stereo not given)	1	-1	-6%	1.1	10%	i	0.0	-1%	-1.8%	3%	2.3%
S=c1[nH]nc(-c2ccco2)n1/N=C/c1ccccn1	4	3	22%	1.1	-3%	·	·	6%	1.3%	6%	-0.1%
COc1ccccc1CNC(=O)c1n[nH]c2ccccc12	·	·	·	·	-17%	i	1.2	·	·	0%	1.1%
CCOC(=O)c1c(N)sc2c1CCN(CCc1ccccc1)C2	·	·	·	·	-9%	i	0.8	·	·	-1%	1.6%
Cc1cc(F)ccc1NCc1ccncc1	-14	-16	4%	1.1	-3%	i	1.2	24%	1.8%	2%	-0.1%
CC(c1ccco1)N(C(=O)C12CC3(C)CC(C)(CC(C)(C3)C1)C2)c1ccccn1 (stereo not given)	-11	8	7%	1	9%	i	0.9	-2%	-3.6%	-2%	0.4%
COc1ccc(NC(=O)Cc2c[nH]c3ccccc23)cc1S(=O)(=O)N1CCCCC1	-1	-10	5%	1.1	-2%	i	0.3	5%	-1.6%	7%	7.4%
CC1CCCCC1NC(=O)C1CCN(S(=O)(=O)N2CCOCC2)CC1 (stereo not given)	3	-18	-8%	1	6%	i	3.8	-8%	-5.7%	2%	-0.1%
CC1=NCCN1CCNC(=O)Nc1ccc(F)cc1	·	·	·	·	-2%	i	0.7	·	·	1%	-0.1%
O=C(CSc1nnc(-c2cccnc2)n1CCc1ccccc1)N1CCCCC1	-28	0	-8%	0.9	6%	i	1.9	-1%	-8.3%	-2%	0.8%
Cc1nn(Cc2ccc(F)cc2)c2sc(C(=O)Nc3nccs3)cc12	6	15	-10%	1.1	-4%	i	0.7	-2%	-0.3%	15%	0.3%
O=C1C2ON(c3ccccc3)C(c3ccccn3)C2C(=O)N1c1ccc(Br)cc1 (stereo not given)	-1	-4	0%	1.1	2%	i	0.8	13%	-3.2%	0%	5.1%
COc1ccc(NC(=O)COC(=O)c2ccc(Br)o2)cc1OC	3	12	4%	1	-15%	i	1.0	-2%	-5.3%	-4%	0.5%
COc1cccc(C(CC(=O)NCc2ccco2)NS(=O)(=O)c2ccc(C)cc2)c1OC (stereo not given)	29	13	22%	1.1	3%	i	0.3	17%	-5.0%	-2%	1.8%
Cc1ccc(NC(=S)N2CCC(NC(=O)c3ccc(F)cc3)CC2)cc1	·	·	·	·	-5%	i	1.8	·	·	7%	1.3%
O=C(CCn1c(=O)c2ccccc2n(Cc2cccnc2)c1=O)NCc1ccc2c(c1)OCO2	15	16	10%	1	-3%	i	0.2	8%	-0.8%	0%	1.4%
Cc1ccc(C2C(C(=O)c3cc4ccccc4o3)=C(O)C(=O)N2CCN2CCOCC2)o1 (stereo not given)	14	19	0%	1	-12%	i	0.0	-10%	-8.1%	3%	0.5%
S=c1[nH]c(-c2ccccc2)cn1/N=C/c1cccc2ccccc12	75*	57*	-3%	1	1%	i	0.3	1%	-6.4%	0%	11%
Cc1ccc(C(=O)N2CCN(c3ccc(NC(=O)c4cccnc4Cl)cc3)CC2)cc1	·	·	·	·	-6%	i	1.7	·	·	-3%	5.4%
Cc1ccccc1NC(=O)Nc1ccccc1N1CCCCC1	·	·	·	·	-11%	i	0.3	·	·	-4%	14%
CCCn1nnc(NC(=O)COc2ccccc2Cl)n1	10	17	6%	1.1	0%	i	8.3	8%	-0.4%	3%	2.8%
Cc1ccc2nc(SCC(=O)Nc3cc(C)on3)[nH]c2c1	6	16	8%	1.3	1%	i	7.7	6%	0.6%	4%	·
O=C(C(c1ccccc1)c1ccccc1)N1CCN(Cc2ccco2)CC1	18	12	-5%	1.1	3%	i	8.9	-11%	-9.4%	2%	0.4%
O=S(=O)(c1cc(Cl)ccc1Cl)N1CCCCC1	-8	3	-8%	0.9	0%	i	0.8	-10%	-0.2%	-4%	2.4%
CC1CCCC(C)N1CCCNC(=O)CN1C(=O)COc2ccc(S(=O)(=O)N3CCOCC3)cc21 (stereo not given)	·	·	·	·	-1%	i	1.1	·	·	-1%	4.6%
O=C(NCCCN1CCN(c2cccc(Cl)c2)CC1)c1cccc(N2CCCC2=O)c1	0	2	-3%	1.1	2%	i	1.0	-4%	-5.6%	4%	-1.8%
CCc1ccc(S(=O)(=O)/N=C2\C=CC(=O)c3ccccc32)cc1	33	5	7%	0.9	3%	·	·	51%*	-2.0%	-4%	0.3%
COc1ccc(-c2nc(C)sc2C)cc1	-7	-3	4%	1	9%	i	0.6	8%	-1.1%	6%	2.3%
